Mdm2-MdmX inh: disrupts the human Mdm2-MdmX interaction | O15151+Q00987 | SaOS-2 split-luciferase Mdm2/MdmX complementation, luminescence | inhibition, % at 8 µM | 3% of 330,000 active;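 active = inhibition of at least 50% at 8 µM in the primary screen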
Gli-Sufu block: blocks Gli-Sufu signaling in a luciferase reporter; 0.74% of 340,000 active; inhibition, % at 5 µM; Sufu-KO-LIGHT fibroblasts, Gli luciferase reporter luminescence;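 active = inhibition above about 55%, limit read from the data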;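 also: 0% = DMSO-treated cells and 100% = wells with medium but no cells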
CXCR6 block: blocks human CXCR6 beta-arrestin recruitment. CHO-K1 PathHunter CXCR6 beta-arrestin, luminescence. inhibition, % at 20 µM. 0.36% of 360,000 active; in the data active = inhibition above about 34%, passing the limit was not always enough;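 also: antagonist mode with CXCL16 agonist at 10 nM final; 0% = 10 nM CXCL16 with DMSO and 100% = unstimulated wells without agonist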
Target sequence (O00574 whole entry, looked up): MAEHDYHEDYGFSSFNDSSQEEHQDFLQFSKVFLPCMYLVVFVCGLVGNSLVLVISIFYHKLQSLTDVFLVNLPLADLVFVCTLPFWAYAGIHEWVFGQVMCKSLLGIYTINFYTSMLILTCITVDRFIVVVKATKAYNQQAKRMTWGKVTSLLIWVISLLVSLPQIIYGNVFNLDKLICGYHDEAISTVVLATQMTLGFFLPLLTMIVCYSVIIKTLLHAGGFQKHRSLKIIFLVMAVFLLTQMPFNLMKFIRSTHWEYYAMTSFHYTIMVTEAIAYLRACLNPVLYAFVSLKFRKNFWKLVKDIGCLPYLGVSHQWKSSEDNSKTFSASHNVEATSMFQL
EBI2 block: EBI2 (human) antagonism; P32249; EBI2 beta-arrestin recruitment, luminescence, 7a,25-OHC stimulated; inhibition, % at 5 µM; 0.81% of 360,000 active; AID 651636; in the data active = inhibition above about 38%;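 also: enzyme fragment complementation signal reports receptor beta-arrestin coupling in cells; 0% = agonist plus DMSO wells and 100% = wells without agonist; some results beyond the cut were filed as inactive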
Target sequence (P32249 whole entry, looked up, the tested form may be a part): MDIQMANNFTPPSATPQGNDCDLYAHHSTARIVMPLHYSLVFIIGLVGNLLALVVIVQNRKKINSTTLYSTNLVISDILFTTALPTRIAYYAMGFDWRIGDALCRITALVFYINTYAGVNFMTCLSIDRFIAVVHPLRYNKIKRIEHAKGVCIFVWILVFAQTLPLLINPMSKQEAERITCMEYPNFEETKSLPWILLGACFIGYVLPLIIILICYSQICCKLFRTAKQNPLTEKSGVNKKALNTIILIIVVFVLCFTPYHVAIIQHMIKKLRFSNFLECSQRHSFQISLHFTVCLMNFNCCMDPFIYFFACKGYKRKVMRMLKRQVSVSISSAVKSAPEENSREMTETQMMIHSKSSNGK
CHOP UPR activ: activators of apoptotic arm of unfolded protein response (CHOP); CHO-CHOP luciferase reporter, UPR activation, luminescence; percent of tunicamycin response over DMSO baseline; activation, % at 10 µM; 0.34% of 330,000 active;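 active = at 10 µM dose, activation of 40% or more, normalized to positive control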;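 also: 100% = tunicamycin at 10 µg/mL and 0% = DMSO alone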
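assay system = CHO CHOP reporter cells | amount = 500 CHO-CHOP cells per well | buffer or medium = F12 with 10% FBS | incubation = 16-18 h cell attachment, then 6 h compound exposure, 37 °C | detection = luminescence read with Steady-Glo | read-out = percent activation relative to tunicamycin control | controls = tunicamycin high control, DMSO low control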
697 NFkB inh: lowers PMA/ionomycin-induced NF-kB signal in 697 B cells; AID 435022; inhibition, % at 4 µM; 697 B-cell NF-kB luciferase reporter, 16 h; 0.33% of 330,000 active; in the data active = inhibition above about 35%
UPR XBP1 act: adaptive UPR (XBP1) activation. CHO-XBP1 luciferase reporter, IRE1-XBP1 UPR activation, luminescence; percent of tunicamycin response, DMSO as zero. activation, % at 20 µM. 0.33% of 330,000 active;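 active = versus positive control, 20 µM dose yields 30% or more activation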;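 also: 100% = tunicamycin at 10 µg/mL and 0% = DMSO only wells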
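Material: IRE1-XBP1 luciferase reporter CHO line / Quantity: one thousand reporter cells per well / Buffer or medium: F12 with 10% serum / Compound: 20 µM single concentration, DMSO 1% / Times: 6 h treatment, 37 °C / Detection: Steady-Glo luciferase glow luminescence, 10 min after reagent addition / Benchmarks: tunicamycin high, DMSO low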
Jurkat NFkB inh: lowers PMA/ionomycin-induced NF-kB signal in Jurkat cells | PMA/ionomycin-induced NF-kB luciferase reporter, luminescence | inhibition, % at 4 µM | 0.53% of 330,000 active; in the data active = inhibition above about 50%
CCR6 antagonist: blocks CCL20-driven beta-arrestin recruitment at human CCR6; P51684; CHO-K1 CCR6 PathHunter beta-arrestin, luminescence, CCL20-stimulated; inhibition, % at 20 µM; 0.49% of 340,000 active; AID 493098;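 active = compounds whose inhibition of the agonist-driven luminescence signal at 20 µM reaches about 50%, limit read from the data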;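 also: cells stimulated with CCL20 at 14 nM final; plate controls were DMSO with CCL20 for no effect and DMSO without agonist for full effect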
Target sequence (P51684 whole entry, looked up): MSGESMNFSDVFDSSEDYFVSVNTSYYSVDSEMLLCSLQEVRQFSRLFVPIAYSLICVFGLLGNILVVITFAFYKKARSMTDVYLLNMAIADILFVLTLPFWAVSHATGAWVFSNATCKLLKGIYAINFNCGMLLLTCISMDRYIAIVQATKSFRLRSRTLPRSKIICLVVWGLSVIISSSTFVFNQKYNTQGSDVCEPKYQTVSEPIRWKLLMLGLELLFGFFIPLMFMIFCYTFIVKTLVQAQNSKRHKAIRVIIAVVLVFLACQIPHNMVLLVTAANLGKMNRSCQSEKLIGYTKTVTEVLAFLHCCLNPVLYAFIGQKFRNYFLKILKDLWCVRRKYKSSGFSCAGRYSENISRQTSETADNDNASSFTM
An asterisk follows results filed as active; · = not tested or not shown.

SMILES	Mdm2-MdmX inh	Gli-Sufu block	CXCR6 block	EBI2 block	CHOP UPR activ	697 NFkB inh	UPR XBP1 act	Jurkat NFkB inh	CCR6 antagonist
CC1=C(C)CC2(SC1)C(=O)N(c1ccccc1)N=C2N (stereo unspecified)	8	-1	4	-1	3.1	-14	3	-6	2
CC(=O)N(/N=C1\Sc2ccccc2C1=O)c1cccc(C)c1	-61	-30	9	25	5.9	-116	7	-113	24
CC(=O)N(/N=C1\Sc2ccccc2C1=O)c1ccc(C)cc1C	65*	33	9	9	-7.7	-207	-6	2	35
CCOC(=O)C1=C(N)Oc2cc(O)ccc2C1c1ccc(F)cc1F (stereo unspecified)	12	·	9	0	1.9	-5	-2	11	-15
O=C(N/N=C/c1ccc(-c2cccc(C(F)(F)F)c2)o1)c1ccccc1O	34	-5	18	-7	3.5	0	-3	5	29
CCOc1ccc(Cl)cc1/C=N/O	16	2	-6	8	-2.1	3	-2	14	7
O=C(COc1cccnc1[N+](=O)[O-])NCc1ccc2c(c1)OCO2	-3	3	-4	-1	-0.2	19	1	-3	-9
O=S(=O)(/N=C(/Nc1nc2ccccc2s1)c1ccccc1)c1ccccc1	-290	-3	-8	-9	5.1	-219	-1	-167	19
O=c1cc(C23CC4CC(CC(C4)C2)C3)[nH][nH]1	7	36	-16	-9	-1.3	10	-3	10	0
CN1/C(=C\C=C(/C#N)C(=O)Nc2ccccc2F)C(C)(C)c2ccccc21	27	9	-8	10	-2.0	15	-3	4	12
N#Cc1c(N)nc(SCC(=O)NCCc2ccccc2)c(C#N)c1-c1cccs1	63*	3	4	1	-2.8	3	1	-10	-6
CCC1(C)Cc2sc3c(=O)[nH]c(=S)[nH]c3c2CO1 (stereo unspecified)	13	1	-6	-2	-0.8	-14	-1	-18	6
COC(=O)c1sccc1NC(=S)N1CCN(c2ccccc2)CC1	-12	-5	5	-11	2.0	-15	-1	2	11
COC/C=C/C1=CC2=CC(=O)C(C)(OC(=O)c3cnc4ccccc4n3)C(=O)C2=CN1CCCOC(C)C (stereo unspecified)	8	-1	-24	1	1.1	8	3	9	1
Cc1cccc2c1N(C)C(=O)C2=O	-6	4	-2	-8	1.5	3	-3	-3	-15
CN(C(=O)c1ccccc1C(=O)OCC(=O)Nc1ccc(OC(F)F)cc1)c1ccccc1	-3	5	-3	8	0.8	4	-1	-8	1
Cc1ccc(/C=C(\C#N)C(=O)Nc2cccc(C)n2)cc1	2	-8	5	7	4.7	-46	0	-46	4
COc1ccc([N+](=O)[O-])cc1NC(=O)C1CCCCC1C(=O)O (stereo unspecified)	-31	-1	10	-6	-0.3	10	-2	-4	3
COc1ccccc1C(=O)N=C1NC(=O)CC2C(=O)NCCN12 (stereo unspecified)	36	0	3	2	0.3	12	1	7	12
COCCN(Cc1cc2cc3c(cc2nc1Cl)OCO3)C(=O)Nc1ccccc1OC	27	22	3	16	0.1	-31	0	-6	7
Cc1ccc2c(c1)N(Cc1ccccn1)C(=O)C(C)O2 (stereo unspecified)	-26	15	1	-11	-0.2	1	-3	4	-5
COC(=O)c1c(N2C(=O)CC(Sc3ncccc3C(=O)O)C2=O)sc(C)c1C (stereo unspecified)	-18	0	-3	-14	-0.6	12	-2	0	9
Cc1cccc(OCCCCCNCCO)c1	-11	2	3	-1	0.0	2	-4	-14	-7
COc1ccc(CCNC(=O)C(=O)NCC2OCCN2S(=O)(=O)c2cc(F)ccc2F)cc1 (stereo unspecified)	-7	2	-10	4	2.2	1	-2	10	-8
CCCn1c(=O)c2ccccc2n2c(SCCNCCO)nnc12	25	3	-2	6	-0.8	-1	-2	-2	-8
Cc1ccc(NC(=O)c2cc3ccccc3o2)cc1Cl	-94	-61	-11	9	3.8	-130	-1	-129	-4
Cc1ccc(O)c(C(=O)c2cnn(-c3ccccc3)c2)c1	17	1	-10	-2	6.3	-44	3	-37	9
CN(C)c1nccc(Nc2ccccc2)c1C#N	18	-4	2	-2	1.4	5	0	-6	1
CCOc1ccc(NC(=O)CN2C(=O)NC(C)(c3ccc(OC(F)F)cc3)C2=O)cc1 (stereo unspecified)	2	-18	-13	-2	-0.4	11	1	-12	-2
Cn1c(=O)[nH]c(=O)c2c1nc(SCCO)n2CCCc1ccccc1	2	11	5	-18	-0.1	-8	2	2	-3
Cc1cc(Cl)ccc1C(=O)C1CCCN(C(=O)c2cc(C(C)C)no2)C1 (stereo unspecified)	-7	-10	2	0	1.7	19	-2	-17	-1
COc1cc(/C=N/NC(=O)c2cccc(S(=O)(=O)N3CCCC3)c2)cc(OC)c1O	-1	-6	3	-4	0.0	17	2	0	6
O=C(CCC1CCCCC1)N1CCN(Cc2ccc3c(c2)OCO3)CC1	13	3	-13	1	-0.4	6	1	6	3
C/C(=N\O)C(C)NC(=O)c1ccccc1 (stereo unspecified)	-19	2	6	-10	0.6	-26	-1	31	0
O=C(CSc1nnc(-c2ccco2)n1CC1CCCO1)NC1CCCC1 (stereo unspecified)	-14	24	-7	-1	-0.1	0	0	-8	-1
Cc1ccc(C(=O)NC2CC3CCCC(C2)N3C(=S)NCc2ccco2)cc1 (stereo unspecified)	-12	17	-2	-1	-0.5	13	0	13	-1
O=C(N/N=C/c1cc2c(cc1Cl)OCO2)c1ccc2c(c1)OCCO2	9	-12	4	9	4.5	-20	5	-17	8
COc1ccccc1N1CCN(C(=O)c2sc3nc(-c4ccc(F)cc4)cn3c2C)CC1	17	2	-13	3	2.2	-30	-5	18	1
CCC1C(=O)N(C)CCc2ccccc21 (stereo unspecified)	11	8	3	-1	-1.1	3	-1	11	1
Cn1nc(C(F)(F)F)cc1C(=O)Nc1ccc(-c2ccno2)cc1	30	-9	1	10	3.1	-13	-3	-14	7

Sorted by formula weight (low to high): 6 of the compounds above.
SMILES	Mdm2-MdmX inh	Gli-Sufu block	CXCR6 block	EBI2 block	CHOP UPR activ	697 NFkB inh	UPR XBP1 act	Jurkat NFkB inh	CCR6 antagonist
CCC1C(=O)N(C)CCc2ccccc21 (stereo unspecified)	11	8	3	-1	-1.1	3	-1	11	1
C/C(=N\O)C(C)NC(=O)c1ccccc1 (stereo unspecified)	-19	2	6	-10	0.6	-26	-1	31	0
O=C(N/N=C/c1cc2c(cc1Cl)OCO2)c1ccc2c(c1)OCCO2	9	-12	4	9	4.5	-20	5	-17	8
O=C(CSc1nnc(-c2ccco2)n1CC1CCCO1)NC1CCCC1 (stereo unspecified)	-14	24	-7	-1	-0.1	0	0	-8	-1
Cc1ccc(C(=O)NC2CC3CCCC(C2)N3C(=S)NCc2ccco2)cc1 (stereo unspecified)	-12	17	-2	-1	-0.5	13	0	13	-1
COc1ccccc1N1CCN(C(=O)c2sc3nc(-c4ccc(F)cc4)cn3c2C)CC1	17	2	-13	3	2.2	-30	-5	18	1

Continuation.
SMILES	Mdm2-MdmX inh	Gli-Sufu block	CXCR6 block	EBI2 block	CHOP UPR activ	697 NFkB inh	UPR XBP1 act	Jurkat NFkB inh	CCR6 antagonist
Cc1ccccc1NC(=O)NC1CCCc2ccccc21 (stereo unspecified)	19	3	-21	-1	1.2	-2	-4	-6	-1
Cc1ccc(S(=O)(=O)N2CCN=C2SCc2cccnc2)cc1	13	1	-5	-2	3.9	-6	1	13	-9
O=C(O)CNC(=O)c1ccccc1NC(=O)c1ccco1	7	8	1	-8	-0.9	26	-1	-4	9
O=C(CNC(=O)c1cc(S(=O)(=O)N2CCOCC2)ccc1N1CCCC1)Nc1ccc(F)c(F)c1	·	0	1	-6	·	·	·	·	6
Cc1noc(C)c1C(=O)Nc1nc(-c2ccc([N+](=O)[O-])cc2)cs1	10	2	6	-4	1.8	-41	-1	20	4
CN(C)CCNc1oc(COc2ccc(-c3ccccc3)cc2)nc1C#N	44	19	-4	-2	1.2	-6	4	-8	20
COc1cccc(C(=O)Nc2cccc(-c3nnc(-c4ccccc4)o3)c2)c1	42	-16	-3	6	2.6	5	2	-21	7
COc1cccc(C(=O)N2CCN(C(=O)Cc3ccccc3)CC2)c1	2	8	-7	-7	0.4	-1	-3	8	-4
Cc1[nH]c(=O)n(C(C)C)c(=O)c1Br	·	-1	2	3	·	·	·	·	6
CCOC(=O)c1sc(NC(=O)Cc2ccc(C)cc2)nc1C	-9	-7	7	0	-1.2	19	2	11	21
CC(C)(C)NC(=O)C1CCC(C)(C(=O)O)C1(C)C (stereo unspecified)	15	7	0	-5	-0.8	0	1	8	5
O=C(CCNS(=O)(=O)c1ccc2[nH]c(=O)oc2c1)NCc1ccccc1	12	-3	5	4	0.8	-7	-2	2	-18
CSc1nc(N)nc(SCC(=O)C23CC4CC(CC(C4)C2)C3)c1C#N	21	5	-3	9	-0.3	-14	3	-15	3
Cc1ccc(C)c(N2CN(Cc3ccco3)CNC2=S)c1	6	30	-1	-9	4.0	-4	1	11	5
COc1ccc(Nc2nc3c(c(=O)n(C)c(=O)n3C)n2CCO)cc1	16	-10	-10	-15	-2.3	17	3	6	-17
COc1ccc(/C=N/Nc2nc3ccccc3[nH]2)c(OC)c1OC	22	34	-16	3	-5.1	-100	-6	-79	-3
CN1C(=O)C(=O)/C(=C(/O)c2ccc(Br)cc2)C1c1ccc(Cl)cc1 (stereo unspecified)	-1	-26	-3	1	-0.1	7	-2	-1	8
COc1ccc(CN2C(=O)c3ccccc3C2=O)cc1C(=O)N(C)CC(=O)Nc1ccc(F)cc1	3	-6	-3	-14	0.6	18	-3	5	11
COc1ccccc1Oc1ncnc2sccc12	-5	1	0	5	-0.2	15	1	-1	0
COc1ccc(N(C(=O)Cc2cccs2)C2C=CS(=O)(=O)C2)cc1 (stereo unspecified)	-7	-2	6	-3	-0.9	2	-2	-1	-12
CC(C)C(NC(N)=O)C(=O)NC1CCCCC1 (stereo unspecified)	-2	·	·	·	-1.3	7	-1	9	·
CNS(=O)(=O)c1ccc(C)cc1	1	7	-4	-5	-1.2	8	0	-1	5
COc1cccc(N2CCN(C3CC(=O)N(c4ccc(F)c(Cl)c4)C3=O)CC2)c1 (stereo unspecified)	30	-3	2	6	-2.4	11	-1	-7	9
CCOC(=O)NC(=O)/C(C#N)=N\Nc1cccc(Cl)c1	59*	1	20	5	0.3	10	0	3	32
COc1ccc(NC(=S)N2CCCC2)cc1OC	12	-10	-2	-1	-0.6	-10	3	-8	11
COc1cc2ncnc(NCc3ccc(C)o3)c2cc1OC	23	12	1	12	-2.5	13	3	3	-1
C[C@H](CO)N1C[C@H](C)[C@@H](CN(C)S(=O)(=O)c2ccc(F)cc2)Oc2c(NS(=O)(=O)c3ccccc3)cccc2C1=O	9	16	8	-4	0.7	11	-1	-2	8
c1ccc(-c2nnc(CSc3nc4ccccc4[nH]3)o2)cc1	11	-27	-6	-6	-2.2	-10	0	-13	-10
O=c1c2oc3ccccc3c2[nH]c(=S)n1-c1ccccc1	15	-17	0	-6	-1.5	11	1	17	19
CCCc1[nH]nc2c1C1(C(=O)N(C(C)C)c3ccccc31)C(C#N)=C(N)O2 (stereo unspecified)	-30	7	5	4	0.9	17	1	-6	4
O=C(Nc1ccc(O)c2c(=O)cc(-c3ccccc3Cl)oc12)c1cccs1	-26	-14	16	4	0.4	-23	3	-7	12

Source: PubChem BioAssay (Sanford-Burnham Center for Chemical Genomics)
